High-throughput results from PubChem.
C diff HTS = inhibitors of Clostridium difficile growth. Clostridium difficile clinical isolate growth, OD600, 24 h; hits give low values. growth activity, negative = inhibition, % at 16 µg/mL (by protocol). 0.25% of 86,000 active. AID 1259249;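 active = mean growth activity at or below -80% and every replicate also at or below -80%; inconclusive = mean at or below -80% but some replicate above -80%; inactive = mean growth activity above -80%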;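 note: 0% = DMSO wells and -100% = levofloxacin 16 µg/mL wells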
Pf Dd2 growth = inhibitors of Plasmodium falciparum Dd2 growth; P. falciparum Dd2 growth, SYBR Green, 72 h; hits give low values; activity change, % at 10 µM; 2.3% of 94,000 active; in the data active = activity change below about -80%; inconclusive = no clear call, values can overlap the other calls
Tcruzi prolif = blocks T. cruzi growth in NIH3T3 culture | inhibition, % at 8.34 µM | T. cruzi beta-gal in NIH3T3, GalScreen luminescence, 90 h | 5.9% of 77,000 active;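 active = mean inhibition above about 93%, with at least 55% of replicates each passing it, limit read from the data, passing the limit was not always enough; inconclusive = only one of those two conditions holds; inactive = neither condition holds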
GASC1 inh = blocks human GASC-1 (KDM4C) demethylase activity; GST-KDM4C 2-372, H3K9me3 peptide, LANCE TR-FRET; inhibition, % at 12.5 µM; 0.15% of 96,000 active;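 active = mean replicate inhibition above about 25%, with at least 55% of replicates also reaching it, limit read from the data, passing the limit was not always enough; inconclusive = only one of those two conditions met; inactive = neither condition met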
Target sequence (Q9H3R0 2-372 limits assumed): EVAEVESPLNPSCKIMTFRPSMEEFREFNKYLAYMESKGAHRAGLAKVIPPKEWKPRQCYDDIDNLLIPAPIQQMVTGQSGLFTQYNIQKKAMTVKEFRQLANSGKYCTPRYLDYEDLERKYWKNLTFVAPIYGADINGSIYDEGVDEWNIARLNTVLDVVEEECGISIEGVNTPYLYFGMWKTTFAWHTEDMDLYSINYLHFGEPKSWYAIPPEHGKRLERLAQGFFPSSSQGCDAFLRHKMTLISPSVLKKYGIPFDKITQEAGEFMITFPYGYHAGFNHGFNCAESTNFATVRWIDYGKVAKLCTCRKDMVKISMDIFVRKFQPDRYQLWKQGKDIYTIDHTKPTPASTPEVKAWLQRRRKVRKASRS
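Test system: N-terminal GST-fused human GASC-1 (KDM4C) fragment, residues 2-372; quantity: GASC-1 enzyme at 10 nM final in reaction; dosing: single dose; schedule: 30 min demethylation and 1 h detection at room temperature; signal: LANCE TR-FRET, excitation 340 nm, emissions 618 and 671 nm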
The depositor's hits bear a star; u = inconclusive; x = not tested or not shown; & = joins results of further samples.

SMILES	C diff HTS	Pf Dd2 growth	Tcruzi prolif	GASC1 inh
CCCN(C)C[C@H]1Oc2cc(-c3ccc(OC)cc3)ccc2S(=O)(=O)N([C@@H](C)CO)C[C@H]1C	0	-68	59	-1.6
C[C@H](CO)N1C[C@H](C)[C@H](CN(C)Cc2ccc(C(=O)Nc3ccccc3N)cc2)Oc2c(NS(=O)(=O)c3ccc(F)cc3)cccc2C1=O	10	-85*	x	3.4
O=C(NCC[C@H]1CC[C@@H](NC(=O)C2CCCCC2)[C@@H](CO)O1)c1ccc(F)cc1	x	2	17	-1.2
CO[C@H]1CN(C)C(=O)c2cc(NS(=O)(=O)c3ccc(F)cc3)ccc2OC[C@H](C)NC[C@H]1C	x	12	-29	-0.8
CCCC#Cc1cnc2c(c1)C(=O)N([C@H](C)CO)C[C@@H](C)[C@@H](CN(C)C(=O)c1cccnc1)O2	-2	7	-23	0.9
Cc1noc(C)c1S(=O)(=O)Nc1ccc2c(c1)C(=O)N([C@H](C)CO)C[C@H](C)[C@H](CN(C)S(=O)(=O)c1cn(C)cn1)OCCCC[C@@H](C)O2	-5	32	14	-0.4
COc1ccc(S(=O)(=O)Nc2ccc3c(c2)C(=O)N([C@@H](C)CO)C[C@H](C)[C@H](CN(C)Cc2ccc(C(=O)O)cc2)OCCCC[C@@H](C)O3)cc1	3	-29	95	1.8
C[C@@H]1CN([C@@H](C)CO)C(=O)c2cc(Br)cnc2O[C@@H]1CN(C)Cc1ccc(Oc2ccccc2)cc1	12	-16	-35	0.9
CCCNC(=O)C[C@H]1CC[C@@H]2[C@@H](COc3ccc(NC(=O)Nc4ccccc4F)cc3C(=O)N2C)O1	4	-5	34	-0.3
O=C(C[C@@H]1CC[C@@H]2[C@H](COC[C@@H](O)CN2Cc2cccc(F)c2)O1)NCc1cccc(F)c1	8	-16	-15	0.3
C[C@@H]1CN([C@@H](C)CO)C(=O)c2cc(-c3ccccc3)cnc2O[C@@H]1CN(C)Cc1ccccc1	2	8	62	1.4
CC(C)NC(=O)N(C)C[C@H]1Oc2c(NS(C)(=O)=O)cccc2C(=O)N([C@@H](C)CO)C[C@@H]1C	-1	-22	69	0.6
CCCNC(=O)[C@@H]1[C@@H](CO)[C@@H]2Cn3c(ccc(-c4cccc(C(=O)N(C)C)c4)c3=O)[C@H]1N2	-4	-16	67	-0.2
C[C@@H]1CN([C@@H](C)CO)C(=O)c2cccc(NC(=O)C3CCCCC3)c2O[C@H]1CN(C)CC1CCCCC1	13	-32	60	-2.7
CN1CCN(C(=O)[C@H]2[C@H](CO)[C@H]3Cn4c(ccc(-c5cncnc5)c4=O)[C@H]3N2CC2CC2)CC1	0	x	-14	-1.4
Cc1ccc(S(=O)(=O)Nc2ccc3c(c2)CC(=O)N([C@@H](C)CO)C[C@H](C)[C@@H](CN(C)CC2CCCCC2)O3)cc1	-4	-23	75	0.2
O=C(NCC[C@H]1CC[C@@H](NC(=O)C2CCOCC2)[C@@H](CO)O1)c1ccc(F)cc1	-1	7	10	-1.1
COc1ccc(S(=O)(=O)N(C)C[C@H]2OCCCC[C@H](C)Oc3ccc(NC(=O)Nc4ccc(C(F)(F)F)cc4)cc3C(=O)N([C@H](C)CO)C[C@@H]2C)cc1	-2	-62	87	-0.6
COc1ccc2c3c([nH]c2c1)[C@H](CO)N(C(=O)c1cccc(F)c1)CC31CCN(S(=O)(=O)c2cccs2)CC1	-4	-17	x	-0.9
CCC(=O)Nc1ccc2c(c1)OC[C@H](C)N(C(C)=O)C[C@H](C)[C@@H](OC)CN(C)C2=O	-1	-10	-22	0.6

Entries of single compounds from above:
Record of C[C@@H]1CN([C@@H](C)CO)C(=O)c2cccc(NC(=O)C3CCCCC3)c2O[C@H]1CN(C)CC1CCCCC1 → C diff HTS: 13; Pf Dd2 growth: -32; Tcruzi prolif: 60; GASC1 inh: -2.7
Record of Cc1noc(C)c1S(=O)(=O)Nc1ccc2c(c1)C(=O)N([C@H](C)CO)C[C@H](C)[C@H](CN(C)S(=O)(=O)c1cn(C)cn1)OCCCC[C@@H](C)O2 → C diff HTS: -5; Pf Dd2 growth: 32; Tcruzi prolif: 14; GASC1 inh: -0.4

Next section.
SMILES	C diff HTS	Pf Dd2 growth	Tcruzi prolif	GASC1 inh
CS(=O)(=O)N1[C@H](C#N)[C@H](c2ccc(C#CC3CCCC3)cc2)[C@H]1CO	-26	27	92	-2.4
C[C@@H]1CN([C@H](C)CO)S(=O)(=O)c2ccc(C3=CCCC3)cc2O[C@@H]1CN(C)C(=O)c1cccnc1	-4	16	8	0.5
COc1ccc(NC(=O)Nc2ccc3c(c2)CC(=O)N([C@H](C)CO)C[C@H](C)[C@H](CN(C)S(=O)(=O)c2ccc(OC)cc2)O3)cc1	-15	-56	7	-1.0
Cc1ccc(S(=O)(=O)N[C@@H]2CC[C@H](CCn3cc(C4CCCC4)nn3)O[C@H]2CO)cc1	-5	-34	x	0.2
Cc1noc(C)c1NC(=O)N[C@@H]1CC[C@H](CC(=O)Nc2ccccc2)O[C@H]1CO	-3	x	x	-0.6
C[C@H](CO)N1C[C@H](C)[C@@H](CN(C)C(=O)C2CC2)Oc2cc(-c3cncnc3)ccc2S1(=O)=O	2	51	29	-0.4
COc1ccc2c3c([nH]c2c1)[C@H](CO)NCC31CCN(C(=O)C2CCOCC2)CC1	2	46	x	0.5
O=C(Cc1cccnc1)N1[C@H](CO)[C@H](c2ccccc2)[C@@H]1CNCC1CCC1	11	4	32	-1.3
COc1ccc(OC(=O)N(C)C[C@@H]2OCc3cn(nn3)CCCC(=O)N([C@H](C)CO)C[C@@H]2C)cc1	-2	15	113*	-0.7
O=C(C[C@H]1CC[C@H]2[C@@H](COC[C@H](O)CN2CCc2ccccc2)O1)NCCCN1CCOCC1	3&-1	-8	-22	-1.5
C[C@@H]1CN([C@@H](C)CO)S(=O)(=O)c2ccc(/C=C/c3ccccc3)cc2O[C@H]1CN(C)Cc1cccnc1	-5	-90*	x	4.2
CN(C)C(=O)c1ccc(-c2ccc(C3[C@H]4CNC[C@@H]3N4C(=O)NC3CCCC3)cc2)cc1 (some centres not stated)	6	-4	x	2.4
C[C@@H]1CN([C@@H](C)CO)C(=O)c2cc(NC(=O)CCN3CCOCC3)ccc2O[C@@H]1CN(C)C	0	13	x	-0.7
COc1ccc(NC(=O)Nc2ccc3c(c2)C(=O)N([C@H](C)CO)C[C@H](C)[C@H](CN(C)C(=O)Nc2ccc4c(c2)OCO4)OCCCC[C@H](C)O3)cc1	5	-5	u	-0.5
C[C@@H]1CCCCO[C@H](CN(C)Cc2ccc(C(=O)O)cc2)[C@H](C)CN([C@H](C)CO)C(=O)c2cc(NC(=O)c3ccncc3)ccc2O1	-3	-30	60	-0.5
CO[C@H]1CN(C)C(=O)c2ccc(NC(=O)c3cc(C)on3)cc2OC[C@H](C)NC[C@H]1C	x	-3	-20	3.0
CCCN(C)C[C@@H]1Oc2cc(-c3cccnc3)ccc2S(=O)(=O)N([C@H](C)CO)C[C@@H]1C	7	-73	9	1.1
CC(C)NC(=O)N(C)C[C@@H]1Oc2ccc(NC(=O)Nc3ccccc3)cc2CC(=O)N([C@H](C)CO)C[C@H]1C	-3	4	x	0.4
CC(C)CC#Cc1ccc2c(c1)O[C@H](CN(C)CC1CC1)[C@H](C)CN([C@H](C)CO)S2(=O)=O	17	-46	105*	-1.5
Cc1cc(C(=O)Nc2cccc3c2O[C@H](CN(C)C(=O)NC2CCCCC2)[C@H](C)CN([C@@H](C)CO)C3=O)n(C)n1	-22	4	26	-0.7
COc1cccc(S(=O)(=O)N(C)C[C@@H]2OCc3cnnn3CCCC(=O)N([C@H](C)CO)C[C@H]2C)c1	-1	-4	-7	x
C[C@@H]1CN([C@H](C)CO)C(=O)c2cc(NS(=O)(=O)c3ccccc3)ccc2O[C@@H](C)CCCCO[C@H]1CN(C)S(=O)(=O)c1ccccc1	x	-19	55	0.7
C[C@@H]1CN([C@H](C)CO)C(=O)CCCn2nncc2CO[C@H]1CN(C)S(=O)(=O)c1cccc(C#N)c1	x	-4	-64	x
C[C@H]1CN([C@@H](C)CO)C(=O)c2cc(NC(=O)Nc3ccccc3)ccc2O[C@@H]1CN(C)Cc1ccc(C(F)(F)F)cc1	-2	-12	26	-1.0
CCC(=O)N[C@H]1CC[C@H](CCNC(=O)Nc2ccc(F)cc2)O[C@@H]1CO	18	6	-15	-0.1
C[C@@H]1CN([C@H](C)CO)C(=O)c2cc(NS(=O)(=O)c3cn(C)cn3)ccc2O[C@@H]1CN(C)Cc1ccc(C(=O)Nc2ccccc2N)cc1	-1	11	x	-0.1
C[C@H](CO)N1C[C@H](C)[C@H](CN(C)CC2CCCCC2)Oc2ccc(NC(=O)Nc3ccc(C(F)(F)F)cc3)cc2C1=O	23	-69	81	-2.9
N#C[C@@H]1[C@@H](c2ccc(C#Cc3ccccc3F)cc2)[C@H](CO)N1C(=O)C1CC1	-8	-26	104*	-2.5
COc1ccc(S(=O)(=O)Nc2ccc3c(c2)C(=O)N([C@H](C)CO)C[C@H](C)[C@@H](CN(C)C(=O)c2ccncc2)OCCCC[C@H](C)O3)cc1	-14	-42	10	0.8
Cc1ccccc1S(=O)(=O)N(C)C[C@H]1OCc2cn(nn2)CCCC(=O)N([C@H](C)CO)C[C@H]1C	x	13	13	-0.3
COc1ccccc1-c1cnc2c(c1)C(=O)N([C@H](C)CO)C[C@H](C)[C@@H](CN(C)Cc1cncnc1)O2	6	1	-9	-1.4
Cc1ccc(S(=O)(=O)Nc2ccc3c(c2)CC(=O)N([C@@H](C)CO)C[C@H](C)[C@H](CN(C)S(=O)(=O)c2c(C)noc2C)O3)cc1	5	19	18	-1.6
C[C@H](CO)N1C[C@H](C)[C@@H](CN(C)Cc2ccc(C(=O)O)cc2)Oc2ccc(NS(=O)(=O)c3ccc(Cl)cc3)cc2C1=O	x	15	96	-0.4
C[C@H]1CN([C@@H](C)CO)S(=O)(=O)c2ccc(C#CC3(O)CCCC3)cc2O[C@@H]1CN(C)C(=O)Nc1ccccc1	-3	-30	-92	-3.5
CN1CCN(C(=O)C[C@H]2CC[C@@H]3[C@H](COC[C@H](O)CN3CC3CCOCC3)O2)CC1	-5&-6	11	36	5.7
CCC(=O)N[C@H]1CC[C@H](CCn2cc(C3CC3)nn2)O[C@@H]1CO	-2	0	x	0.1
C[C@H]1CN([C@@H](C)CO)C(=O)c2cc(NC(=O)Nc3ccc(C(F)(F)F)cc3)ccc2O[C@H]1CN(C)Cc1ccccc1	2	-21	64	-4.8
C[C@@H]1CN([C@@H](C)CO)C(=O)c2cc(NC(=O)Nc3ccccc3)ccc2O[C@H]1CN(C)Cc1ccc(C(F)(F)F)cc1	-2	-36	55	0.2
N#C[C@H]1[C@@H](c2ccccc2C2=CCCC2)[C@@H](CO)N1C(=O)c1cccc(F)c1	-8	19	x	0.5
CC=Cc1ccc2n(c1=O)C[C@@H]1[C@@H](CO)[C@H](C(=O)NCCC)[C@H]2N1CCC(F)(F)F (mixture of isomers)	-5	10	76	0.3

Gathered by group, the entries above with a cyano group
SMILES	C diff HTS	Pf Dd2 growth	Tcruzi prolif	GASC1 inh
CS(=O)(=O)N1[C@H](C#N)[C@H](c2ccc(C#CC3CCCC3)cc2)[C@H]1CO	-26	27	92	-2.4
C[C@@H]1CN([C@H](C)CO)C(=O)CCCn2nncc2CO[C@H]1CN(C)S(=O)(=O)c1cccc(C#N)c1	x	-4	-64	x
N#C[C@@H]1[C@@H](c2ccc(C#Cc3ccccc3F)cc2)[C@H](CO)N1C(=O)C1CC1	-8	-26	104*	-2.5
N#C[C@H]1[C@@H](c2ccccc2C2=CCCC2)[C@@H](CO)N1C(=O)c1cccc(F)c1	-8	19	x	0.5

The results go on:
SMILES	C diff HTS	Pf Dd2 growth	Tcruzi prolif	GASC1 inh
CN(C)C(=O)C[C@@H]1CC[C@@H]2[C@H](COC[C@@H](O)CN2Cc2ccc(C(F)(F)F)cc2)O1	-7&-7	13	11	3.3
COc1cccc(NC(=O)N(C)C[C@H]2Oc3ncc(C#Cc4ccccc4)cc3C(=O)N([C@H](C)CO)C[C@@H]2C)c1	-6	-45	110*	x
C[C@@H]1CN([C@@H](C)CO)S(=O)(=O)c2ccc(-c3ccccc3)cc2O[C@H]1CN(C)C(=O)C1CC1	-3	-13	u	-0.9
Cc1ccc(-c2cnc3c(c2)C(=O)N([C@H](C)CO)C[C@@H](C)[C@H](CN(C)C)O3)cc1	-2	23	10	11
COc1ccc(-c2ccccc2[C@@H]2[C@H](C#N)N(C(=O)C3CCCC3)[C@H]2CO)cc1	6	13	x	-0.7
COc1cccc(C(=O)Nc2ccc3c(c2)C(=O)N(C)[C@H]2CC[C@@H](CC(=O)NCc4ccccc4F)O[C@@H]2CO3)c1	5	-22	18	0.4
CC(C)NC(=O)N(C)C[C@H]1Oc2cc(C#CC3CC3)ccc2S(=O)(=O)N([C@@H](C)CO)C[C@H]1C	-2	-17	30	0.2
C[C@@H]1CN([C@H](C)CO)S(=O)(=O)c2ccc(-c3cncnc3)cc2O[C@@H]1CN(C)C(=O)CN(C)C	-2	50	-56	2.2
O=C(c1cccnc1)N1CC(=O)N2[C@H](CO)[C@@H](c3ccc(-c4cccnc4)cc3)[C@@H]2C1	-4	20	x	0.1
